# Screening data as filed in PubChem.
# RBX1-CUL1 inh – blocks human RBX1-Cullin-1 di-ubiquitin formation; AID 1347404; 140,000 tested, 0.6% active; inhibition, % at 10 µM; in vitro K48 di-Ub FRET, acceptor:donor ratio, 45 min; P62877+Q13616; in the data active = inhibition above about 25%
# Target sequence (P62877 whole entry, looked up): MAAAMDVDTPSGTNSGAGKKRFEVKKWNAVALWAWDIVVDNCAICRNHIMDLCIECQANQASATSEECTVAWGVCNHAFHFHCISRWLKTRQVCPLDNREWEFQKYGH
# Target sequence (Q13616 whole entry, looked up): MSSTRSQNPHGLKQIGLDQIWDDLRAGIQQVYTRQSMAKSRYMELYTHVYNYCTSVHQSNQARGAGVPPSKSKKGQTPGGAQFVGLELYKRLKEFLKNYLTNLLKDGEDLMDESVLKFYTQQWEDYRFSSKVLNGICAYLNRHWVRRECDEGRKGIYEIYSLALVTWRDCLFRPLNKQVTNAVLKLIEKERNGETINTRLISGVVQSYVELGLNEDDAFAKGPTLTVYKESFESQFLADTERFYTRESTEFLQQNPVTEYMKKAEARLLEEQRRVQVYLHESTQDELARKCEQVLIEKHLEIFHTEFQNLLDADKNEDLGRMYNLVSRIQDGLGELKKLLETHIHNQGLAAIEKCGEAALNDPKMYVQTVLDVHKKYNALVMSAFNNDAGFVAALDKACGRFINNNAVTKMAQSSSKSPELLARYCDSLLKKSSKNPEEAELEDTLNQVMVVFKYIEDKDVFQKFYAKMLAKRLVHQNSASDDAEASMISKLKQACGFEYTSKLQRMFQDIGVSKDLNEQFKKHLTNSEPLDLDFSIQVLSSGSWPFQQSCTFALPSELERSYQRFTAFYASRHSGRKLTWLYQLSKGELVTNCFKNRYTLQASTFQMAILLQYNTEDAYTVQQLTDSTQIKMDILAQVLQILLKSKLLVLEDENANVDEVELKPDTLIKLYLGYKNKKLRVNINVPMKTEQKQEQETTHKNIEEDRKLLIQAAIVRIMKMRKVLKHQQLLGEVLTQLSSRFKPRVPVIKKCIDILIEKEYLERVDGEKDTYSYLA
# Numbers without * were called inactive; & = joins results of further samples. Only part of the results is shown. The share of hits here may be higher or lower than overall.
SMILES,RBX1-CUL1 inh
COc1ccc(-c2csc(-c3c(N)c(C(=O)c4ccccc4)n4ccccc34)n2)cc1,-5.3
CCOc1cc(Br)cc(C(c2c[nH]c3ccccc23)c2c[nH]c3ccccc23)c1O,-6.6
CCc1ccc(NC(=O)N2CCN(Cc3cc(=O)n4nc(-c5ccccc5OC)sc4n3)CC2)cc1,-3.8
COc1cc2c(c(OC)c1OC)C(c1cccc(O)c1)CC(=O)N2 (stereo unspecified),7.1
COc1ccc(C)cc1NC(=O)CN1CCCN(S(=O)(=O)c2ccc(Br)cc2)CC1,-5.8
CC1CCCC(NC(=O)C2C3C=CC(C3)C2C(=O)O)C1C (stereo unspecified),1.4
Cc1ccc(C2NC(C(=O)O)CS2)o1 (stereo unspecified),-8.1
Cc1ccccc1NC(=O)CN1C(=O)C2(SCC(=O)N2c2ccc(F)cc2)c2ccccc21 (stereo unspecified),14.0
O=C(NCCc1cccc(Cl)c1)c1cc(-c2ccc(Cl)s2)nc2ccccc12,2.2
Cc1ccc(NC(=O)Cn2cc(S(=O)(=O)N3CCCC3)c(S(=O)(=O)N3CCCC3)c2)cc1F,8.0
CCOc1c(S(=O)(=O)N2CCCC(C)C2)ccc(Cl)c1Cl (stereo unspecified),-7.3
O=C(COc1ncnc2ccccc12)NC1CCCN(Cc2ccc(Cl)cc2)C1 (stereo unspecified),5.5
Cc1ccccc1Cc1nnc2sc(-c3cnoc3C)nn12,11.7
Cc1cc(C)cc(NC(=O)CSc2nc3c([nH]c4ccccc43)c(=O)n2-c2ccc(F)cc2)c1,-5.4
Cc1cc(N2CCN(c3ccccc3F)CC2)c2nncn2n1,14.4
COC(=O)C(O)(CC(=O)Nc1ccc(Cl)c(C(F)(F)F)c1)C(F)(F)F (stereo unspecified),-9.9
CC1=NC(=S)NC(c2ccc3c(c2)OCO3)C1C(=O)Nc1ccccn1 (stereo unspecified),-7.4
COc1ccc(CSc2nc3ccccc3o2)cc1[N+](=O)[O-],-1.1
O=C(N[C@H]1CCCCNC1=O)c1cn(Cc2ccc(F)cc2)nn1,2.7
CC(=O)N1CCN(c2ncccc2CNCc2ccc(-c3ccccc3)cc2)CC1,-1.8
CCCCN1CC(C(=O)Nc2c(C)cccc2CC)CC1=O (stereo unspecified),-4.9
Cc1onc(-c2ccccc2)c1C(=O)N/N=C/c1ccc([N+](=O)[O-])c(O)c1,-0.3
COc1cc(C2c3c(n[nH]c3-c3ccc(Cl)cc3)OC(=N)C2C#N)ccc1OCc1ccccc1 (stereo unspecified),-9.5
CCNC(=O)c1ccc(NS(C)(=O)=O)c(C)c1,2.6
CCOC(=O)c1c(NC(=O)/C=C/c2ccc(OCC)c(OC)c2)sc2c1CCC2,-3.5
COCC(=O)n1nc(-c2ccco2)nc1NCc1ccccc1Cl,3.0
Cc1nc(-n2nc(C)c(CCC(C)C)c2C)sc1C(=O)Nc1cccc(Cl)c1C,5.2
CCOC(=O)N1CCN(C(=O)c2c(Cl)cnn2C)CC1,8.9
CCCCCCSc1nnc2c(n1)OC(c1ccccc1Cl)N(C(C)=O)c1ccccc1-2 (stereo unspecified),-2.4
O=C(CN1CCOCC1)N1CCn2c3c(c4cc(C5CCCCC5)ccc42)CCCC31 (stereo unspecified),-5.2
CC(C)(C)N1COc2ccc(CCNC(=O)c3ccc(Cl)cc3)cc2C1,-2.1
CCOc1ccc(S(=O)(=O)Nc2ccc(-c3ccc(OC)nn3)cc2)cc1,-4.3
Cc1ccc([N+](=O)[O-])cc1NC(=O)CSc1nnc(C)n1CC1CCCO1 (stereo unspecified),1.4
CN1CCN(c2ncnnc2-c2ccc(Cl)cc2)CC1,-4.2
CCc1cccc(C)c1NC(=O)c1ccc(C2SCC(=O)N2Cc2ccccc2)cc1 (stereo unspecified),-1.8
CCOc1ccccc1NC(=O)CSc1nnc(CC)c(CC)n1,0.0
Cc1ccc(N2C(=O)[C@@H]3CSC(c4ccc(F)cc4)N3C2=O)cc1 (stereo partly specified),-3.9
CCOc1ccc(C(=O)NC(C)CC)cc1 (stereo unspecified),-5.9
Cc1ccc(Cl)cc1Nc1nc2ccccc2n2c(C)nnc12,-3.9
O=C(C1Cc2ccccc2C1)N1CCC(Cn2cc(CCO)nn2)CC1,-2.3
CSc1ccc(-c2nc(CN(C)C3CCOCC3)c(C)o2)cc1,-0.5
Cc1c(Br)ccc(NC(=O)C2C3CC4OC(=O)C2C4C3)c1C (stereo unspecified),-2.8
CC(=O)N1CCOc2cc(S(=O)(=O)NCc3ccc(C)cc3)c(C)cc21,1.6
NCC(=O)N1CCCC1c1ccc(C(=O)Nc2cccc3cnccc23)s1 (stereo unspecified),8.3
C/C(=N/OCC(=O)Nc1ccc(C)cc1C)c1cccs1,-12.5
Cc1c(C(=O)OCC2CCCCC2)[nH]c2c1C(=O)CC(c1ccc(F)cc1)C2 (stereo unspecified),-6.7
CC(=O)N1CCC(N(CCc2ccccc2)CC2CCCN(C)C2)CC1 (stereo unspecified),-8.9
O=C(NNc1ccccc1[N+](=O)[O-])c1ccccc1Br,1.5
O=C(Cn1cnc2ccccc2c1=O)c1ccc(Cl)c(Cl)c1,1.6
O=C(COc1ccccc1)Nc1ccc(N2CCN(C(=O)c3cccs3)CC2)c(Cl)c1,5.5
O=C(NC1CCCC1)c1ccc(N2CCC(NCc3ccc4c(c3)OCO4)CC2)cc1,-2.1
CCN1CCN(C(=O)CCC2CCN(C(=O)c3cccc(C(=O)OC)c3)CC2)CC1,10.8
CCCSc1ncc(Cl)c(C(=O)Nc2c(C(=O)Nc3ccc(OC)cc3)oc3ccccc23)n1,-2.2
CC(=O)Nc1ccccc1NC(=O)Nc1ccc(Cl)cc1,-4.0
Cc1ccccc1CNC1NS(=O)(=O)C(c2cccc(Cl)c2)C1C (stereo unspecified),1.8
COc1ccc(NC(=O)CCS(=O)(=O)c2cc3c4c(c2)CCN4C(=O)CC3)cc1OC,-3.6
O=C(NC1CCCCC1)N(CCN(C(=O)NC1CCCCC1)c1ccccc1)c1ccccc1,1.3
NC(=O)Cn1c(=O)n(-c2ccc(F)c(Cl)c2)c(=O)c2sc3ccccc3c21,-9.4
Cc1cccc(Nc2nc(-c3ccccc3)c3cc(C)ccc3n2)c1,3.3
CCOc1ccc(NC(=O)c2sc(-n3nc(C)c(Cc4ccc(Cl)cc4)c3C)nc2C)cc1,4.8

# 3 compounds from above, sorted by length of the SMILES, smallest number first:
SMILES,RBX1-CUL1 inh
CN1CCN(c2ncnnc2-c2ccc(Cl)cc2)CC1,-4.2
CCCCN1CC(C(=O)Nc2c(C)cccc2CC)CC1=O (stereo unspecified),-4.9
O=C(C1Cc2ccccc2C1)N1CCC(Cn2cc(CCO)nn2)CC1,-2.3

# The listing continues:
SMILES,RBX1-CUL1 inh
CC(=O)N1CCN(S(=O)(=O)c2ccc(C(=O)Nc3ccncc3)cc2)CC1,5.4
CC1(C)Cc2cccc(OCC(=O)N=Nc3c(O)[nH]c4ccccc34)c2O1,13.6
COc1ccc(CCNC(=O)c2cnc3sc(N4CCCCCC4)nn3c2=O)cc1OC,-11.8
O=C(Nc1ccccc1Br)C1CCN(Cc2ccccc2F)CC1,9.3
CCn1cc(C(=O)N2CCN(c3cccc(Cl)c3)CC2)c(=O)c2cc(S(=O)(=O)N3CCOCC3)ccc21,-6.9
Cc1ccc(/C=C2/N=C(c3ccccc3)OC2=O)c2ccccc12,-1.5
N#CC1=C(S)N(c2ccc(F)cc2)C(c2ccco2)NC1=O (stereo unspecified),1.9
CCCN1CCCc2cc(CN(CCCN3CCOCC3)C(=O)Nc3ccc(Cl)c(Cl)c3)ccc21,-4.2
COc1cc(C)ccc1OCCn1c(-c2ccc(Cl)cc2)nc2ccccc2c1=O,3.8
CCN1C(=O)CC(CC(=O)N2CC[C@@H]3CCCC[C@H]3C2)(c2cccc(C(F)(F)F)c2)C1=O (stereo partly specified),4.5
O=C(NCC(O)(c1ccccc1)c1ccccc1)C(O)(c1ccccc1)c1ccccc1,-4.3
COc1cccc(C2CC(C(F)(F)F)n3ncc(C(=O)N4CC5(C)CC4CC(C)(C)C5)c3N2)c1 (stereo unspecified),3.2
CCc1ccc(CNC(=O)c2cnc3sc(N4CCCCCC4)nn3c2=O)cc1,-2.7
O=C(CSc1cn(CCNC(=O)c2ccccc2F)c2ccccc12)Nc1ccc(F)cc1,-15.0
COc1ccc(NC(=O)CSc2nc(CSc3ccc(Cl)cc3)cc(=O)[nH]2)cc1,-7.2
Cc1cccc(NCc2cccc3ccccc23)n1,9.2
CN1C(=O)C(Cc2ccc(Br)s2)=NC1=S,7.4
Cc1nnc(SCC(=O)Nc2nc(-c3ccccc3)cs2)n1N,0.9
CCCCCSc1nnc2c(n1)OC(/C=C/c1cccs1)N(C(C)=O)c1ccccc1-2 (stereo unspecified),2.4
O=C(Oc1ccc(F)cc1)c1cc(=O)[nH]c2ccccc12,0.8
COCC(=O)N1CCC(Oc2ccccc2C(=O)NCCn2cccn2)CC1,-0.9
Cc1nn(-c2ccc(F)cc2)c(-n2cccc2)c1C(=O)NCCc1ccc(Cl)cc1,9.4
CCn1c(=O)c2cc(C(=O)Nc3cc(F)ccc3F)sc2c2ccccc21,-2.1
CC(C)c1ccc(C2Nc3ccccc3N=C3CC(c4cccs4)CC(=O)C32)cc1 (stereo unspecified),-0.3
COC(=O)c1ccccc1NS(=O)(=O)c1ccccc1C,-4.8
Nc1nc(SCC(=O)OC2CCCCC2)n[nH]1,7.2
O=C(NC(=O)c1ccccc1)Nc1ccc(-n2nc(C(F)(F)F)cc2C(F)(F)F)cc1,-6.4
CCOC(=O)c1ccc([N+](=O)[O-])o1,-3.8
COc1cc(CNC(=O)c2sc3ncnc(N4CCCCCCC4)c3c2C)cc(OC)c1OC,6.3
O=C1CC(N=CN2CCOCC2)=NN1c1ccccc1,4.3
Cc1ccc(NC(=O)Cn2c(-c3nonc3N)nc3ccccc32)cc1C,1.5
Clc1ccc2c(c1)-c1nc3ccccc3cc1CO2,1.1
Clc1ccc(CCNc2nc3cc(Cl)c(Cl)cc3n3cnnc23)cc1,3.1
CCOC(=O)c1c(-c2ccccc2)csc1NC(=O)COc1cc(C)cc(C)c1,7.7
Cc1ccc(-c2cc(NC(=O)COc3c(C)cc(C)cc3C)on2)cc1,-6.0
COc1cccc(Cc2nc3ccccc3nc2SCC(=O)NCCc2ccccc2)c1,-1.5
O=C(NC(NCCc1c[nH]c2ccccc12)(C(F)(F)F)C(F)(F)F)c1cccc(F)c1,-9.6
COCCCN1C(=O)CC(CC(=O)NCC2(c3ccccc3)CCOCC2)(c2ccccc2)C1=O (stereo unspecified),-11.6
CCN1CC=C2C(C#N)C(=N)C(C#N)(C#N)C(C3C=CCCC3)C2C1 (stereo unspecified),-1.4
O=C(CCCn1c(=O)c2cccn2c2cccnc21)NCc1ccc(F)cc1,0.5
CN=C1c2ccccc2OC(=O)C1NC(=O)c1ccc(OC)c(OC)c1 (stereo unspecified),-5.0
CCN(Cc1ccccc1)C(=O)Cn1c(=O)n(-c2cccc(C)c2)c(=O)c2c1c1cc(OC)ccc1n2C,8.6
O=C(NCc1ccco1)c1cnn2c1NC(c1ccccc1)CC2C(F)(F)F (stereo unspecified),-0.3
Cc1ccccc1NC(=O)CCNC(=O)Cn1ccc2ccccc2c1=O,-8.3
CCOC(=O)c1ccccc1NC(=O)Cn1c(=O)n(Cc2ccccc2)c(=O)c2c(C)c(C)sc21,-4.4
C=CCn1c(SCCC(=O)Nc2ccc(C(=O)OCC)cc2)nc2sc(C)c(C)c2c1=O,-0.3
CC(=O)N1CCC2(CC1)OC(=O)C(C)=C2C(=O)NCc1cccc(Cl)c1,-5.8
Clc1ccc(CNc2ccccn2)cc1,0.6
CC1CCCCN1CCCNC(=O)c1ccc2c(c1)sc1nc(-c3ccc(F)cc3)cn12 (stereo unspecified),-56.0
Cc1cnc(CN(C)C(=O)Cn2nnnc2CN2CCc3ccccc3C2)[nH]1,-3.2
NC(=O)C1(N2CCCCC2)CCN(C(=O)Nc2ccc(F)cc2F)CC1,5.8&6.4
O=C(c1cc[n+]([O-])cc1)N1CCC(C2CCN(Cc3cccnc3)CC2)C1 (stereo unspecified),-0.3
COc1cccc(C(=O)Nc2ccc(Oc3cc(C)ccc3C(C)C)cc2)c1,3.7
O=C(NCc1ccccn1)c1ccc(Cn2cc(Br)cn2)o1,-9.2
O=C(c1ccc[n+]([O-])c1)N1CCC(C2CCN(c3ncccn3)CC2)C1 (stereo unspecified),-1.5
CC(=O)c1cc2c(cc1NC(=O)C(C)Oc1ccc(C)cc1C)OCO2 (stereo unspecified),-9.2
CCN1C(=O)CC(CC(=O)N(C)Cc2ccc3nccnc3c2)(c2cccc(C(F)(F)F)c2)C1=O (stereo unspecified),-4.6
O=C1OC(c2ccc3ccccc3c2)=N/C1=C/c1ccc(-c2cc(Cl)ccc2Cl)o1,4.0

# Among those listed so far, these contain an aryl thioether with sulfur outside any ring.
SMILES,RBX1-CUL1 inh
Cc1cc(C)cc(NC(=O)CSc2nc3c([nH]c4ccccc43)c(=O)n2-c2ccc(F)cc2)c1,-5.4
COc1ccc(CSc2nc3ccccc3o2)cc1[N+](=O)[O-],-1.1
CCCCCCSc1nnc2c(n1)OC(c1ccccc1Cl)N(C(C)=O)c1ccccc1-2 (stereo unspecified),-2.4
Cc1ccc([N+](=O)[O-])cc1NC(=O)CSc1nnc(C)n1CC1CCCO1 (stereo unspecified),1.4
CCOc1ccccc1NC(=O)CSc1nnc(CC)c(CC)n1,0.0
CSc1ccc(-c2nc(CN(C)C3CCOCC3)c(C)o2)cc1,-0.5
CCCSc1ncc(Cl)c(C(=O)Nc2c(C(=O)Nc3ccc(OC)cc3)oc3ccccc23)n1,-2.2
O=C(CSc1cn(CCNC(=O)c2ccccc2F)c2ccccc12)Nc1ccc(F)cc1,-15.0
COc1ccc(NC(=O)CSc2nc(CSc3ccc(Cl)cc3)cc(=O)[nH]2)cc1,-7.2
Cc1nnc(SCC(=O)Nc2nc(-c3ccccc3)cs2)n1N,0.9
CCCCCSc1nnc2c(n1)OC(/C=C/c1cccs1)N(C(C)=O)c1ccccc1-2 (stereo unspecified),2.4
Nc1nc(SCC(=O)OC2CCCCC2)n[nH]1,7.2
COc1cccc(Cc2nc3ccccc3nc2SCC(=O)NCCc2ccccc2)c1,-1.5
C=CCn1c(SCCC(=O)Nc2ccc(C(=O)OCC)cc2)nc2sc(C)c(C)c2c1=O,-0.3
